Chronic BCR inh = qHTS Assay to Find Inhibitors of Chronic Active B-Cell Receptor Signaling; ABC-DLBCL IkBa-CBG/CBR reporter, luminescence ratio, 4 h; Potency, µM (doses to about 46.1 µM), inactives show at the highest dose ratio change, negative = lower green/red ratio, hits mostly inhibitors; 0.05% of 340,000 active; AID 493014, 2011; active = well fitted inhibition curve with a large enough effect in the signal ratio, with a control signal flat, not every such curve was filed as active; inconclusive = small, poorly fitted or top-dose-only effect, or effect the other way, or a change in a side signal; the % refers to the signal ratio;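 also: potency is read from the fitted curve at half-maximal effect; plate controls were basal doxycycline-induced cells for no effect and cells given 10 µM MG132 for full effect; MG132 reads +100%, hits lower the ratio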
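Concentration-response series (up to 46 uM) were applied to TMD8 dual-reporter cells for 4 h at 37C with doxycycline. Green/red ratio, after filter-overlap correction, defined %Activity; red signal alone was normalised to basal cells and zero luminescence.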
TSHR antag = Antagonists of the Thyroid Stimulating Hormone Receptor: HTS campaign | 0.2% of 330,000 active | Thyrotropin receptor (Homo sapiens), P16473 | TSHR-expressing cells, TSH-stimulated cAMP HTRF, 2 h; active compounds read low | activity change, negative = inhibition, % at 11.5 µM;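 active = activity change below a set negative limit, meaning inhibition stronger than a set level, cut at about -70% in these data; inconclusive = activity change between two set negative limits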; also: % is scaled to controls: 0 for no effect and ±100 for the full control effect
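TSHR-expressing cells were treated with compounds, then stimulated with TSH at EC80 (4nM final) for 2 hours at 37 deg C. Cellular cAMP was measured by HTRF competition between lysate cAMP and cAMP-d2 for a cryptate-labelled anti-cAMP antibody.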
ASM inhibitor = Inhibitors of Secretory Acid Sphingomyelinase (S-ASM): qHTS; Sphingomyelin phosphodiesterase (Homo sapiens), P17405; placental ASM, HMU-PC fluorogenic substrate, 60 min; Potency, µM (titrated, usually from 57.5 µM), for the others: at the highest dose activity change, negative = inhibition, usual class: inhibitors; 0.006% of 340,000 active; also: potency is read from the fitted curve at half-maximal effect
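Fluorescence read-out (Ex 386 nm, Em 447 nm) after stopping the reaction at pH 10. Enzyme: ASM from human placenta; substrate HMU-PC0, 9 uM final; 60 min, 37 °C. Compound preincubation 10 min, ambient temperature.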
hERG WT inh = qHTS for Inhibitors of KCHN2 3.1: Wildtype qHTS. Voltage-gated inwardly rectifying potassium channel KCNH2 (Homo sapiens), Q12809. U2OS, BacMam KCNH2, thallium flux FluxOr; active compounds read low. activity change, % at 1.84 µM. 0.37% of 340,000 active. AID 720551, 2013;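 active = maximum activity change below -70%; inconclusive = maximum activity change between -70% and -50%; inactive = maximum activity change above -50%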; also: % is scaled to controls: 0 for no effect and ±100 for the full control effect
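U2OS cells were transduced with wild-type KCNH2 virus (2.03 x 10^8 / mL) for 4 h at room temperature, then cultured overnight at 37 C. Thallium flux was read with FluxOr dye. Rate constants were normalized to DMSO controls.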
MBNL1 CUG block = qHTS Assay for Inhibitors of MBNL1-poly(CUG) RNA binding | Muscleblind-like protein 1 (Homo sapiens), Q9NR56 | TR-FRET MBNL1-His/biotin-(CUG)12 binding, 665/545 ratio | Potency, µM (top dose mostly 57.5 µM), without a hit: at the top dose activity change, negative = inhibition, actives largely listed as inhibitors | 0.036% of 280,000 active; active = well fitted inhibition curve with a large enough effect in the signal ratio, with a control signal flat, not every such curve was filed as active; inconclusive = small, poorly fitted or top-dose-only effect, or effect the other way, or a change in a side signal; inactive = no such curve, though single readings can be large or run the other way; the % refers to the signal ratio; also: potency is read from the fitted curve at half-maximal effect; % is scaled to controls: 0 for no effect and ±100 for the full control effect
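TR-FRET between His-tagged MBNL1 and biotin-(CUG)12 RNA, detected with Tb anti-His antibody (0.055 ng/ul) and streptavidin-XL665 (5 nM), 60 min at room temperature. Compounds titrated 92 nM to 58 uM; 665/545 nm ratio normalized to buffer and complex controls.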
GALK inh = qHTS Assay for Inhibitors of Human Galactokinase (GALK); AID 1868, 2009; P51570; Potency, µM (titrated, usually from 57.5 µM), for the others: at the top dose activity change, negative = inhibition, usual class: inhibitors; 0.007% of 270,000 active; Purified GALK, Kinase-Glo residual ATP luminescence; also: potency is read from the fitted curve at half-maximal effect; % is scaled to controls: 0 for no effect and ±100 for the full control effect
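5 nM enzyme, 35 uM ATP, 100 uM galactose, 20 mM HEPES pH8.0, 5 mM MgCl2; 1 h RT; residual ATP by Kinase-Glo Plus luminescence, qHTS format.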
Eya2 inh = qHTS Assay for Inhibitors of the Phosphatase Activity of Eya2; Protein phosphatase EYA2 (Homo sapiens), O00167; recombinant Eya2, OMFP fluorescence dephosphorylation (OMFP is methylfluorescein phosphate); Potency, µM (doses to about 76.9 µM), for inactives: at the top dose activity, negative = inhibition, actives largely listed as inhibitors; 0.006% of 330,000 active; AID 488837, 2010; also: potency is read from the fitted curve at half-maximal effect; % is scaled to controls: 0 for no effect and ±100 for the full control effect
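Eya2 (0.2 uM) preincubated 10 min at ambient with compound, then OMFP substrate added at 50 uM; 10 min reaction in 50 mM HEPES pH 7.5, 50 mM NaCl, 5 uM MgCl2, 0.05% BSA, 1 mM DTT. Fluorescence read at Ex 485/Em 525 nm.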
Mito fusion yeast = qHTS Assay for Small Molecule Inhibitors of Mitochondrial Division or Activators of Mitochondrial Fusion; Potency, µM (top dose mostly 46.1 µM), for inactives: top-dose growth rescue (activation), most hits filed as activators; S. cerevisiae fusion-defective mutant growth rescue, CellTiterGlo 48 h; 0.23% of 320,000 active;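 also: potency is read from the fitted curve at half-maximal effect; % of control where 0% means no effect; nearly all actives have a fitted effect of over 45% in size; temperature-sensitive fusion mutants such as fzo1-1 at 37 °C on non-fermentable ethanol glycerol medium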
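Read-out: ATP-based luminescence (CellTiterGlo, 10 min ambient) reporting growth of fusion-defective ts yeast after 48 hours at 37C on glycerol/ethanol YPEG medium in the presence of compound.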
Menin-MLL TR inh = qHTS Assay for Inhibitors Targeting the Menin-MLL Interaction in MLL Related Leukemias: Competition With Texas Red Labeled MLL-derived Mutant Peptide; Potency, µM (doses to about 61.6 µM), for the others: top-dose FP activity change, negative = inhibition, most hits filed as inhibitors; O00255; 0.23% of 270,000 active; Menin + Texas Red MLL mutant peptide, fluorescence polarization; active = well fitted inhibition curve with a large enough effect in the polarisation, with a control signal flat, not every such curve was filed as active; inconclusive = small, poorly fitted or top-dose-only effect, or effect the other way, or a change in a side signal; inactive = no such curve, though single readings can be large or run the other way; the % refers to the polarisation; also: potency is read from the fitted curve at half-maximal effect; % of control where 0% means no effect; many of its hits are not listed in these tables
USP2a block = qHTS Assay for Inhibitors of Ubiquitin-specific Protease USP2a Using CHOP2 as the Reporter. Ubiquitin carboxyl-terminal hydrolase 2 (Homo sapiens), O75604. USP2 core, Ub-CHOP2 coupled fluorogenic reporter, 485/531. Potency, µM (doses to about 38.3 µM), for inactives: top-dose activity change, negative = inhibition, most hits filed as inhibitors. 0.01% of 330,000 active. AID 463254, 2010;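 also: potency is read from the fitted curve at half-maximal effect; plate controls were DMSO wells for no effect and full inhibition by NEM control for full effect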
Target sequence (O75604 whole entry, looked up): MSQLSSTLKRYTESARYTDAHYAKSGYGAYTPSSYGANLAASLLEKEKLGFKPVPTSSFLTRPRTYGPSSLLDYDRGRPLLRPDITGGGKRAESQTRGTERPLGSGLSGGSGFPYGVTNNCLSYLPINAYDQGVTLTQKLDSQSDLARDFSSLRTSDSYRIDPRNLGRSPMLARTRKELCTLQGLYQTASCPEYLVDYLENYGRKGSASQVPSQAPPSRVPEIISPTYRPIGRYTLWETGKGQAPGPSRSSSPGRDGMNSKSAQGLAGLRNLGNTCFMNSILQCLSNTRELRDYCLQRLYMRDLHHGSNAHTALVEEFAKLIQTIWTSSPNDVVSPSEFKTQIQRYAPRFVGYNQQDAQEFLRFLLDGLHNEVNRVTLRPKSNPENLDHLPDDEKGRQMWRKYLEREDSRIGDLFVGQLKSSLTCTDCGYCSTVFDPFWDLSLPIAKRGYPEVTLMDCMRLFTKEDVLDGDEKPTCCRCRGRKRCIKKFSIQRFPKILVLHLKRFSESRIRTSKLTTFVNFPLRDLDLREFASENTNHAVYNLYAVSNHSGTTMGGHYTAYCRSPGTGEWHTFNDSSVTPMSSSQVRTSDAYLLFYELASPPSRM
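USP2 core (10nM final) preincubated 30min RT with compound in 20mM Tris-HCl pH 8.0, 2mM CaCl2, 2mM beta-mercaptoethanol, 0.05% CHAPS; 25nM Ub-CHOP2 plus 25nM reporter substrate added, fluorescence (Ex485/Em531) read after 60min.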
PKM2 activator = qHTS Assay for Activators of Human Muscle isoform 2 Pyruvate Kinase | Potency, µM (doses to about 57.5 µM), for inactives: at the highest dose activation, hits mostly activators | 0.34% of 260,000 active | purified PKM2, Kinase-Glo ATP luminescence, activation; response scale: 0% is enzyme alone, no compound; also: potency is read from the fitted curve at half-maximal effect; % is scaled to controls: 0 for no effect and ±100 for the full control effect; nearly all actives have a fitted effect of over 55% in size
Target sequence (P14618 whole entry, looked up, canonical isoform): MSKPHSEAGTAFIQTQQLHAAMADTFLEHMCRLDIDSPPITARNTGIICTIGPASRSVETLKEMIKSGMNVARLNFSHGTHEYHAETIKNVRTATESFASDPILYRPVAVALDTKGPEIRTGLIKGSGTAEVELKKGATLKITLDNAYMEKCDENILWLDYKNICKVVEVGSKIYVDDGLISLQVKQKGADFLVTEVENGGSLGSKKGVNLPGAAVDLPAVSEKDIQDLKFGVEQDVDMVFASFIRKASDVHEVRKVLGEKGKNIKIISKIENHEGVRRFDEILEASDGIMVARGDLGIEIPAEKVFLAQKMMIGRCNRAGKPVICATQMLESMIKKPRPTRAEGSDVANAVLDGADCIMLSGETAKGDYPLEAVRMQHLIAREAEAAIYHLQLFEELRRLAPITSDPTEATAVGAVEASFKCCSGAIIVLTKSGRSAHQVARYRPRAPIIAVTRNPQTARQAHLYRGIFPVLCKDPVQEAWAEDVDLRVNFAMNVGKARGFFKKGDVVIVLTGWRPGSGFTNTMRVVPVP
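ATP formation by purified human PK-M2, quantified via coupled luciferase luminescence after 1 h at room temperature with 0.1 mM ADP and 0.5 mM PEP final.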
* marks the source's active call; other numbers are inactive results; ? = inconclusive; . = no result given; [ ] = remark or other dose. Unless noted, calls follow the shape of the dose curve; as a rule, active = well fitted curve in the direction sought with a large enough effect; inconclusive = small, poorly fitted or top-dose-only effect, or another doubt; inactive = no such curve, though single readings can be large; an effect the other way counts as inactive or inconclusive. An excerpt; rates above refer to the full screens.

The line under a structure holds: Chronic BCR inh	TSHR antag	ASM inhibitor	hERG WT inh	MBNL1 CUG block	GALK inh	Eya2 inh	Mito fusion yeast	Menin-MLL TR inh	USP2a block	PKM2 activator
COc1ccccc1CCNC(=O)C(=O)NCC1OCCN1S(=O)(=O)c1cccs1 (stereo not drawn)
 : 7%	15	1%	3	-2%	-3%	-1%	2%	.	-3%	10%
Cn1nnc(NC(=O)c2cccc(F)c2)n1
 : 4%	-5	-2%	1	-1%	17%	-9%	0%	0%	2%	-5%
COc1ccc(NC(=O)c2ccc3c(=O)n(CC4CCCO4)c(=S)[nH]c3c2)c(OC)c1 (stereo not drawn)
 : ?	-4	9%	-4	-1%	8%	1%	-8%	21%	0%	-1%
CCCOc1ccc(CSC(=N)N)cc1C(=O)OC
 : -4%	0	3%	4	2%	13%	?	-2%	.	1%	-1%
Cc1ccc(S(=O)(=O)Nc2nc3ccccc3nc2NCc2ccc3c(c2)OCO3)cc1C
 : -11%	12	24%	28	?	2%	-14%	-1%	5%	1%	7%
CCN(CC(=O)Nc1c(F)cccc1F)C(=O)CCNC(=O)c1ccc([N+](=O)[O-])cc1
 : 5%	2	2%	-2	.	.	-3%	3%	.	-2%	.
O=C(c1ccc(F)cc1)C1CCN(C(=S)Nc2ccc(F)cc2)CC1
 : ?	-34	0%	18	0%	0%	-6%	-3%	27%	-1%	3%
CN(c1ccc(C(=O)N2CCc3ccccc3C2)cc1)S(C)(=O)=O
 : 1%	-9	-2%	-2	1%	-3%	6%	-1%	2%	-1%	-3%
COc1ccc(NC(=O)c2nc[nH]c2C(=O)N2CCC(C)CC2)cc1
 : -7%	-5	1%	.	-9%	8%	2%	-1%	.	-7%	-1%
CCC(C(=O)Nc1ccc2c(c1)OCCO2)c1ccccc1 (stereo not drawn)
 : 1%	5	2%	6	-1%	-3%	-15%	-1%	3%	0%	4%
CC(=O)c1c2c3c(cccc3n(C)c1=O)C(=O)c1ccccc1-2
 : 2%	4	-6%	-9	?	-3%	9%	3%	-8%	4%	0%
COc1ccccc1-c1noc(CCC(=O)NC2CCCC2)n1
 : -1%	-4	1%	4	-4%	0%	-3%	-3%	.	2%	-1%
O=C(Cc1c(F)cccc1Cl)NCC(=O)OCc1ccccc1
 : -3%	2	-1%	-1	.	.	23%	7%	.	8%	.
Cc1cc(C(=O)N2CCc3c([nH]c4ccccc34)C2c2c(F)cccc2Cl)no1 (stereo not drawn)
 : 0%	4	-11%	-2	4%	7%	3%	8%	-15%	4%	1%
CCCCCCCCCC(=O)N[C@@H]1c2cc(OC)c(OC)cc2C[C@H]1OCc1ccccc1
 : 1%	14	-14%	17	.	.	-2%	.	.	1%	.

The closing 3 records of the part above are carried over, then new ones follow.
The line under a structure holds: Chronic BCR inh	TSHR antag	ASM inhibitor	hERG WT inh	MBNL1 CUG block	GALK inh	Eya2 inh	Mito fusion yeast	Menin-MLL TR inh	USP2a block	PKM2 activator
O=C(Cc1c(F)cccc1Cl)NCC(=O)OCc1ccccc1
 : -3%	2	-1%	-1	.	.	23%	7%	.	8%	.
Cc1cc(C(=O)N2CCc3c([nH]c4ccccc34)C2c2c(F)cccc2Cl)no1 (stereo not drawn)
 : 0%	4	-11%	-2	4%	7%	3%	8%	-15%	4%	1%
CCCCCCCCCC(=O)N[C@@H]1c2cc(OC)c(OC)cc2C[C@H]1OCc1ccccc1
 : 1%	14	-14%	17	.	.	-2%	.	.	1%	.
O=C(CN1C(=O)c2ccccc2C1=O)Nc1ccc(S(=O)(=O)N2CCOCC2)cc1
 : ?	9	2%	-1	4%	0%	-15%	-6%	10%	4%	0%
CC(C)(C)c1ccc(C(=O)NCCC(=O)NCc2cccs2)cc1
 : -14%	13	1%	0	-1%	3%	0%	-2%	3%	2%	.
O=C(O)C/C=C(/NC(=O)OCc1ccccc1)C(=O)OCc1ccccc1
 : 7%	1	-2%	-1	0%	1%	-15%	3%	6%	0%	1%
COCC(=O)Nc1nc(-c2ccc(C)cc2)c(C)s1
 : 15%	0	-4%	-9	-14%	-1%	-18%	-3%	3%	1%	3%
COc1ccc(NC(=O)Cn2cnc3c(nnn3-c3ccc(C)cc3)c2=O)cc1
 : 1%	-2	.	.	-5%	9%	-25%	-1%	75%[activator]	3%	-1%
COc1ccc(-c2cc(NCc3ccccn3)n3ncnc3n2)cc1
 : -6%	-7	0%	-15	0%	5%	11%	-9%	-1%	-10%	18%
CC(C)Cc1nc2oc3c(N4CCN(C)CC4)ncnc3c2c2c1CCCC2
 : 2%	-5	.	.	5%	4%	3%	-2%	1%	4%	3%
CC(=O)NCCn1c(SCC(=O)OCc2ccccc2)nc2ccccc2c1=O
 : 2%	-12	0%	9	-12%	-2%	1%	4%	?	3%	3%
Cc1cccc(NC(=O)CSc2cc(C(=O)c3nccn3C)c3ccccc3n2)c1
 : 0%	11	2%	-24	.	0%	1%	-2%	-3%	2%	7%
O=C(COC(=O)CNC(=O)c1ccccc1)NCCNC(=O)COC(=O)CNC(=O)c1ccccc1
 : ?	1	-2%	-1	.	.	-8%	1%	.	2%	.
COc1ccc(CCC2(C)NC(=O)N(C(C)C(=O)N3c4ccccc4CC3C)C2=O)cc1 (stereo not drawn)
 : -6%	15	-3%	-6	.	.	5%	13%	.	-8%	.
Cc1csc2nnc(N)n12
 : 0%	0	4%	-10	-3%	4%	-1%	1%	-2%	-1%	12%
Cc1cccc(NC(=O)COc2ccccc2)c1
 : -2%	-1	2%	6	-3%	-3%	1%	2%	7%	-3%	-4%
Cc1c(C)n(Cc2ccc(F)cc2)c2ccc(C(=O)N3CCN(c4ccccn4)CC3)cc12
 : 13%	-23	-5%	18	5%	-4%	-5%	22%	?	0%	.
CCOc1ccc2nc(SCC(=O)N(C)C)[nH]c2c1
 : -3%	9	4%	-13	-19%	3%	-34%	-1%	-1%	0%	11%

The line under a structure holds: Chronic BCR inh	TSHR antag	ASM inhibitor	hERG WT inh	MBNL1 CUG block	GALK inh	Eya2 inh	Mito fusion yeast	Menin-MLL TR inh	USP2a block	PKM2 activator
CCN(CC(=O)Nc1ccc(NC(C)=O)cc1)C(=O)c1ccc2c(c1)OCO2
 : -5%	-4	3%	0	.	.	6%	2%	.	0%	.
COc1ccc(CCNCC(O)COc2cccc(C(C)=O)c2)cc1OC (stereo not drawn)
 : -6%	36	1%	-4	-5%	6%	4%	-57%[inhibitor]	-14%	-3%	.
CCC(C)N(C(=O)COc1ccccc1C#N)C1CCS(=O)(=O)C1 (stereo not drawn)
 : ?	-9	4%	1	.	.	1%	1%	.	1%	.
C[C@@H]1O[C@@H](O[C@@H]2C(=O)c3c(O)cc(O)cc3O[C@H]2c2ccc(O)c(O)c2)[C@H](O)[C@H](O)[C@H]1O
 : -2%	5	-3%	1	.	.	4%	-2%	.	0%	.
COc1ccc(-c2cc(C(F)(F)F)nc(N3CCOCC3)n2)cc1
 : -8%	2	2%	-19	-4%	-1%	0%	2%	13%	-1%	-2%

Source: PubChem BioAssay (National Center for Advancing Translational Sciences (NCATS))
